Tb PFK inh – inhibitors of T. brucei phosphofructokinase | 0.17% of 330,000 active | Potency, µM (series often up to 57.5 µM), without a hit: at the highest dose activity, negative = inhibition, most hits filed as inhibitors | T. brucei PFK, ADP-Glo luminescence | O15648;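 note: potency is the fitted concentration of half-maximal effect; 0% = uninhibited 1x PFK enzyme wells and -100% = no-enzyme wells; nearly all actives have a fitted effect of over 60% in size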
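Compounds were pin-transferred as a titration series up to 57 uM into substrate buffer (0.5 mM F6P, 0.1 mM ATP, pH 8.0), then 1.25 nM PFK was added and reactions ran 45 min before ADP-Glo detection.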
KCNH2 3.1 inh – inhibitors of human KCNH2 3.1 potassium channel isoform | U2OS KCNH2 3.1, thallium flux FluxOr; hits give low values | 0.95% of 340,000 active | activity change, % (tested at about 1.8 µM);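 active = maximum activity change below -70%; inconclusive = maximum activity change from -70% to -50%; inactive = maximum activity change above -50%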;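 note: thallium influx rate constant from kinetic fluorescence after stimulation buffer; % is set by controls: 0 for no effect and ±100 for the full control effect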
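Normalized rate constant (relative to positive and negative DMSO controls) derived from a 2 min kinetic fluorescence read after stimulation; U2OS cells expressing the 3.1 isoform via virus at 1.77 x 10^8 /mL.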
VP16 counter – inhibits Gal4-VP16 luciferase reporter, ROR gamma counter-screen | 3.5% of 310,000 active | Potency, µM (series often up to 53.6 µM), without a hit: top-dose activity, negative = inhibition, usual class: inhibitors | Drosophila S2 Gal4-VP16 UAS-luciferase, luminescence, 20 h;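 note: Gal4-VP16 expression switched on by copper sulfate through the metallothionein promoter; potency is the fitted concentration of half-maximal effect; % is set by controls: 0 for no effect and ±100 for the full control effect; nearly all actives have a fitted effect of over 50% in size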
RORgamma inh – blocks mouse ROR gamma transcriptional activity | P51450 | Drosophila S2 Gal4-RORgamma UAS-luciferase reporter, 20 h | Potency, µM (titrated, usually from 53.6 µM), without a hit: at the top dose activity change, negative = inhibition, most hits filed as inhibitors | 5.4% of 310,000 active; note: potency is the fitted concentration of half-maximal effect; % is set by controls: 0 for no effect and ±100 for the full control effect; nearly all actives have a fitted effect of over 60% in size
Target sequence (P51450 whole entry, looked up, the tested form may be a part): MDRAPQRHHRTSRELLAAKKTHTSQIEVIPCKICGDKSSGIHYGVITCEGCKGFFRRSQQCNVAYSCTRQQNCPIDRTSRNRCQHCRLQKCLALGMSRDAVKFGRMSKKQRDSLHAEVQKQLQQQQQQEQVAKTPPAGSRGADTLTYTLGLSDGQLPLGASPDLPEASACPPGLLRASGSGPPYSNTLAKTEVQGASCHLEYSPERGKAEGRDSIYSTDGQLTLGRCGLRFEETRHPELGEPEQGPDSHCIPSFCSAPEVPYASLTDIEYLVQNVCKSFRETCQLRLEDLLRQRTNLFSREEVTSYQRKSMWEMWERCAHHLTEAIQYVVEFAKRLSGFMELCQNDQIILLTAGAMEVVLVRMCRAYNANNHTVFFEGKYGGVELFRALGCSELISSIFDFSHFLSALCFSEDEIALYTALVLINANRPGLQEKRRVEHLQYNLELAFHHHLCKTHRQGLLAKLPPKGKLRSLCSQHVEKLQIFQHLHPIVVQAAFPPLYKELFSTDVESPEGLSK
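Drosophila S2 cells stably expressing Gal4-DBD/mouse RORγ fusion under metallothionein promoter plus UAS-luciferase; compound 1 h, then 700 uM CuSO4 induction for 20 h at ambient temperature; inhibition read as reduced luminescence.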
NPC1 prom act – activators of NPC1 promoter. Huh7 NPC1 promoter luciferase reporter, 24 h. AID 485313. 2.4% of 320,000 active. Potency, µM (doses to about 9.22 µM), for inactives: top-dose activation, most hits filed as activators;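 note: potency is the fitted concentration of half-maximal effect; % of control where 0% means no effect; nearly all actives have a fitted effect of over 60% in size; reporter is driven by a mutant NPC1 promoter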
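Stably transfected Huh7 (NPC1 promoter→luciferase), 1500 cells/well in Opti-MEM + 10% FBS, 2 h settle, then compound 24 h at 37 °C. Luminescence after 10 min with Amplite reagent.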
Giardia killer – kills Giardia lamblia; Giardia lamblia trophozoite viability; activity change, % at 7.66 µM, hits read low; 0.15% of 340,000 active; AID 540267; in the data active = activity change below about -80%; inconclusive = between about -30% and that limit;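 note: parasites exposed to compound for two days anaerobically before the ATP read; % is set by controls: 0 for no effect and ±100 for the full control effect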
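Giardia trophozoites, 100 cells per well, were exposed to compounds for 48 hrs at 37 deg C under anaerobic conditions; viability was then read as ATP content by bioluminescence after 15-30 min at room temperature.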
Rab9 prom act – activators of Rab9 promoter. Potency, µM (top dose mostly 9.22 µM), inactives show at the top dose activation, negative = inhibition, most hits filed as activators. Huh7 Rab9 promoter-luciferase reporter, luminescence, 24 h. 2.8% of 320,000 active; note: potency is the fitted concentration of half-maximal effect; % of control where 0% means no effect; nearly all actives have a fitted effect of over 60% in size
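Luminescence read-out: Huh7 cells stably expressing Rab9-luciferase, treated 24 h with compound at 37 °C, then lysed with luciferase reagent for 10 min at ambient before reading.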
uPA surface inh – blocks generation of uPA at the cell surface. AID 540303. Potency, µM (titrated, usually from 38.3 µM), for inactives: at the highest dose activity change, negative = inhibition, actives largely listed as inhibitors. 0.31% of 330,000 active. cell surface uPA generation assay, qHTS; active = well fitted inhibition curve with a large enough effect; inconclusive = small, poorly fitted or top-dose-only effect; inactive = no such curve, though single readings can be large or run the other way; tested in mouse RAW 264.7 cells; note: potency is the fitted concentration of half-maximal effect; % is set by controls: 0 for no effect and ±100 for the full control effect; nearly all actives have a fitted effect of over 55% in size
FLuc modulator – counter-screen for miR-21 project: firefly luciferase inhibitors or activators | P08659 | purified FLuc, Km substrates, luminescence inhibition | Potency, µM (highest dose often 57.5 µM), inactives show top-dose activity change, negative = inhibition, actives largely listed as inhibitors | 6.9% of 360,000 active | AID 588342;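 note: potency is the fitted concentration of half-maximal effect; plate controls were vehicle for no effect and reference inhibitor for full effect; nearly all actives have a fitted effect of over 55% in size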
Target sequence (P08659 whole entry, looked up): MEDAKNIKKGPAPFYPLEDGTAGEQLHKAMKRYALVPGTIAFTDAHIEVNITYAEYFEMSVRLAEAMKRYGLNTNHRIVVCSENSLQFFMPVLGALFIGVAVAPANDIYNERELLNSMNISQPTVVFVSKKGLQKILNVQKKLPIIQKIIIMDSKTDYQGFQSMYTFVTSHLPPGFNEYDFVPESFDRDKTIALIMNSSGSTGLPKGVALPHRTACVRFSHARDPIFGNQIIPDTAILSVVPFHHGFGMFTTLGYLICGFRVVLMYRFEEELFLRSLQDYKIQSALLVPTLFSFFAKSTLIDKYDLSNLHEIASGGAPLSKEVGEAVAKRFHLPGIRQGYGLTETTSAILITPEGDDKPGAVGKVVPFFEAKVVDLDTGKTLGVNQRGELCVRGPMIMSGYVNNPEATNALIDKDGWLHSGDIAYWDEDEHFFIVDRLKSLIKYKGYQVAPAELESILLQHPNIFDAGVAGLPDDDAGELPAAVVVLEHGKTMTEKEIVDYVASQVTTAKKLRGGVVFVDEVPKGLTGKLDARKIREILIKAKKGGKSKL
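Purified P. pyralis luciferase (10nM final) with 10uM D-luciferin and 10uM ATP (Km levels) in 50mM Tris acetate pH 7.5, 10mM Mg acetate, 0.01% Tween-20, 0.05% BSA; qHTS 6-point titration, ~60 µM downward; luminescence read.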
ELG1 genotoxic – genotoxicity induction in ELG1-luciferase HEK293T cells; 1.3% of 330,000 active; Potency, µM (series often up to 46 µM), for the others: top-dose activity change, positive = activation, actives largely listed as activators; HEK293T ELG1-luciferase reporter, luminescence, 16 h; note: potency is the fitted concentration of half-maximal effect; % of control where 0% means no effect; nearly all actives have a fitted effect of over 60% in size
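Quantitative HTS format in 1536-well plates. HEK293T ELG1-luciferase reporter cells receive test compound and are incubated 16 hr at 37 °C, 5% CO2; ONE-Glo added, 30 min room temperature, then luminescence read.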
FBPA coupling cs – counter-screen for Giardia aldolase inhibitors: coupling enzyme system; activity change, negative = inhibition, % at 58.2 µM, hits read low; AID 2472; 0.67% of 290,000 active; coupling enzyme system counterscreen, AmpLite Red fluorescence; in the data active = activity change below about -30%; note: % is set by controls: 0 for no effect and ±100 for the full control effect
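Final compound at 57.5 uM, incubated 10 min at RT with coupling enzyme reagent (glyceraldehyde-3-phosphate), then 20 min with substrate and AmpLite Red detection. Fluorescence read at 525/598 nm; tests interference with the coupling assay, not aldolase inhibition.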
Numbers without * were called inactive; ? = inconclusive; · = not tested or not shown; [ ] = remark or other dose. Unless noted, calls come from the whole dose curve; as a rule, active = well fitted curve in the direction sought with a large enough effect; inconclusive = small, poorly fitted or top-dose-only effect, or another doubt; inactive = no such curve, though single readings can be large; an effect the other way counts as inactive or inconclusive.

smiles	Tb PFK inh	KCNH2 3.1 inh	VP16 counter	RORgamma inh	NPC1 prom act	Giardia killer	Rab9 prom act	uPA surface inh	FLuc modulator	ELG1 genotoxic	FBPA coupling cs
O=S(=O)(NCC(c1cccnc1)N1CCN(Cc2ccccc2)CC1)c1ccc(Cl)cc1 (stereo not given)	0.0%	?	-14.1%	10.5%	-4.3%	11.7	-0.3%	2.9%	4.9%	1.6%	·
C=CCn1c(C(C)(C)C)nc2ccccc21	-1.6%	15.1	7.3%	-25.7%	-2.9%	-22.4	-6.5%	-0.5%	3.3%	-4.1%	0.0
O=[N+]([O-])c1ccccc1S(=O)(=O)Nc1cccc(-c2ccc(N3CCOCC3)nn2)c1	0.6%	-3.7	·	·	24.8%	-13.0	?	-7.3%	2.69µM*	?	·
COc1ccccc1-c1cc(C(=O)NC2CCN(C)CC2)c2ccc(Cl)c(C)c2n1	2.3%	-36.3	-6.0%	-10.9%	1.0%	-10.9	3.5%	0.0%	4.2%	3.9%	3.7
O=C(NCC1COc2ccccc2O1)c1cn(Cc2ccc(F)cc2)nn1 (stereo not given)	1.5%	-6.0	-6.2%	9.7%	3.0%	0.5	-2.7%	3.3%	1.7%	-3.7%	3.7
CC(=O)c1coc2ccc(OCCN3CCCCC3)cc12	3.2%	-10.4	-5.5%	1.6%	8.1%	-8.9	0.7%	-13.7%	-0.2%	1.1%	0.3
COc1ccccc1NC(=O)CSc1nnc(-c2ccc(NC(C)=O)cc2)n1C	5.5%	-14.5	-16.6%	1.4%	-0.7%	10.2	7.3%	5.3%	-5.8%	-1.8%	3.0
Cc1ccc(CNS(=O)(=O)c2ccc([N+](=O)[O-])cc2)cc1	1.6%	-0.7	-10.5%	12.9%	-2.4%	1.9	2.3%	2.7%	4.6%	-0.9%	-3.6
Cc1ccc(F)cc1NC(=O)c1ccc(OCC2CCCO2)cc1 (stereo not given)	0.8%	-1.6	·	·	·	-0.2	·	-4.5%	·	12.1%	·
O=S(=O)(Nc1ccccn1)c1ccc(Cl)c2ccccc12	5.7%	-2.4	-3.5%	1.1%	0.8%	7.3	-3.8%	0.9%	0.2%	-2.0%	6.1
CCc1nc(SCC(=O)Nc2ccc(F)cc2F)c2c(=O)n(C)c(=O)n(C)c2n1	-1.9%	5.1	-1.9%	-35.9%	-4.4%	-7.7	-3.3%	12.6%	3.1%	-2.4%	4.8
O=C(COC(=O)Cn1cnc2ccccc2c1=O)NCc1ccccc1Cl	0.2%	-1.2	-12.1%	19.3%	0.5%	-5.3	1.9%	4.3%	-1.7%	2.1%	0.0
CCOC(=O)CSc1nc(=O)n2cc(C)ccc2n1	-6.2%	18.0	1.6%	23.1%	0.9%	-7.0	-0.3%	-0.5%	4.7%	3.3%	0.4
Cc1cccc(-n2ccc(=O)c(C(=O)Nc3ccc(S(=O)(=O)Nc4nccs4)cc3)n2)c1	-9.0%	-4.9	-6.4%	1.4%	2.4%	18.0	-3.5%	-6.3%	-0.2%	4.9%	2.5
CC(Oc1ccccc1Cl)C(=O)/C=C/N(C)C (stereo not given)	-9.0%	-11.1	-7.3%	28.7%	4.4%	5.3	-2.4%	·	0.9%	1.9%	-0.1
O=C(COc1ccc2c(c1)CCC2)NCc1ccc(Cl)cc1	-1.9%	-27.0	-2.6%	5.3%	-1.8%	-9.9	3.8%	8.1%	-1.0%	2.7%	0.3
CCOC(=O)c1c(NC(C)=O)sc2c(OC(C)=O)cccc12	0.7%	-2.3	0.5%	12.9%	-4.4%	-16.5	-5.0%	2.2%	2.0%	-11.0%	4.6
CCC(C)NC(=O)C1CC(c2cccc(OC)c2)=NO1 (stereo not given)	0.8%	-25.6	-6.1%	-14.9%	-3.0%	-3.9	-5.1%	·	-2.1%	-0.1%	0.2
CCN(CC(=O)NCc1ccc(F)cc1)C(=O)/C=C/c1ccc(S(=O)(=O)N(CC)CC)cc1	0.2%	-1.3	-7.7%	?	-16.7%	9.8	-6.7%	-12.6%	2.8%	-5.4%	0.9
COCCCNC(=O)c1oc2ccc(S(=O)(=O)N3CCOCC3)cc2c1C	-1.2%	-27.4	-0.7%	13.7%	1.9%	17.6	-7.9%	·	0.6%	0.3%	1.6
CCN(C(=O)COC(=O)CNC(=O)c1ccc(F)cc1)C1CCS(=O)(=O)C1 (stereo not given)	-3.4%	2.9	7.5%	2.7%	-2.0%	1.0	-8.6%	-0.6%	0.1%	1.2%	3.2
COc1ccc2[nH]cc(/C=C/C(=O)c3ccccc3)c2c1	-0.7%	-5.6	2.4%	24.5%	3.16µM*	?	1.58µM*	-2.8%	3.38µM*	?	-3.0
COc1ccc(C)cc1C1=CC(=O)C[C@H](c2ccc(F)cc2)C1	1.3%	-16.7	·	·	0.7%	34.3[activator]	-15.9%	?	0.3%	-0.3%	·
CC(C)(C)c1ccc(C(=O)Nc2ccccc2Cl)cc1	0.9%	-7.2	-15.1%	11.8%	0.794µM*	-7.6	0.708µM*	?	1.9µM*	0.3%	-1.3
Cc1ccc(C(=O)CSc2nnc(C)s2)cc1	1.9%	12.3	-4.8%	5.1%	2.24µM*	3.8	2.24µM*	2.9%	13.5µM*	?	-1.5
COc1ccc(/C=C(\C#N)c2nc3ccccc3[nH]2)cc1O	-3.6%	7.6	-29.6%	?	?	-2.8	?	-14.9%	9.53µM*	?	1.1
O=C(Nc1cccnc1Oc1ncnc2cc(Cl)ccc12)c1ccc(F)cc1	0.0%	4.4	1.6%	2.9%	-2.0%	-2.4	-0.4%	-0.6%	-2.0%	-3.0%	-0.4
O=C(CS(=O)(=O)c1cn(CC(=O)N2CCOCC2)c2ccccc12)Nc1ccccc1F	4.9%	·	1.6%	-29.3%	0.5%	1.9	1.4%	1.2%	0.7%	0.1%	·
CC1(C)CC(=O)C2=C(C1)N(c1ncn[nH]1)C(N)=C(C#N)C2c1ccccc1 (stereo not given)	0.0%	-17.2	-17.6%	21.9%	-9.8%	2.8	1.5%	3.7%	-1.1%	-1.8%	3.7
COc1ccc(CCNC(=O)CN(c2ccc(OC)c(OC)c2)S(=O)(=O)c2ccc(C)cc2)cc1	0.1%	11.5	5.1%	3.0%	6.0%	7.3	7.9%	2.2%	2.7%	-0.1%	-3.0
COc1ccc(/C=C/c2ccccc2)cc1[C@H]1[C@@H]2C=CCC[C@@]2(C)C(=O)N1Cc1ccccc1	4.0%	-17.6	-13.3%	42.8%	0.1%	-4.9	-0.2%	?	13.5µM*	-1.0%	-3.8
C/C(=N\NC(=O)c1ccc(C)cc1C)c1ccc(-n2ccnc2)cc1	5.8%	4.4	-4.9%	-16.8%	1.4%	8.3	-2.8%	-4.2%	0.8%	-2.8%	0.0
COCCN(Cc1nc(-c2ccc(-c3ccccc3)cc2)oc1C)C(C)C	-0.2%	?	?	11.2µM*	-19.9%	-13.5	?	?	9.53µM*	0.92µM*	0.7
COC(=O)C1(C)NC(c2ccccc2F)C2C(=O)N(c3ccccc3)C(=O)C21 (stereo not given)	2.1%	8.6	5.3%	3.8%	-0.7%	-17.5	0.3%	-5.1%	-0.7%	0.2%	-1.6
C/C(=N\NC(=O)c1cc(-c2ccc(Cl)s2)[nH]n1)c1ccncc1	-1.8%	0.8	10.9%	?	1.6%	-8.3	2.6%	6.7%	-16.2%	-5.3%	2.1
COc1ccccc1N(Cc1cc2ccc(C)cc2[nH]c1=O)C(C)=O	0.0%	18.3	-1.4%	9.1%	0.8%	1.8	-3.4%	1.9%	-2.0%	-3.4%	3.0
Cc1ccc(N(C(=O)c2snc(C(N)=O)c2N)C(C(=O)NCCC(C)C)c2ccco2)cc1 (stereo not given)	6.6%	-7.7	-11.1%[10 µM]	40.3%	-6.5%	7.9	-4.6%	?	-0.8%	-12.5%	-1.1
CC(C)CN1CC(C(=O)O)CC1=O (stereo not given)	0.5%	-12.8	-4.1%	-1.1%	-3.6%	15.1	-4.4%	4.9%	1.9%	-1.1%	2.0
COCc1cc(C)nc(SCC(=O)Nc2ccc3c(c2)OCCO3)c1C#N	0.7%	2.7	9.9%	?	?	0.4	?	0.7%	0.8%	12.1%	·
Cc1nn2c(COc3ccc(NC(=O)C(C)C)cc3)nnc2c2ccccc12	15.1%	7.1	-3.1%	7.4%	-1.9%	13.7	1.4%	-1.0%	-11.2%	?	2.8
CC(=O)c1c(C)[nH]c(C(=O)Nc2cc(S(=O)(=O)N(C)C)ccc2C)c1C	-6.0%	9.2	-10.7%	12.5%	-0.4%	-16.7	15.0%	-5.0%	-3.0%	10.6%	-14.4

Source: PubChem BioAssay
